# Screens (PubChem BioAssay)
# Pf growth 96h = inhibits malaria parasite growth, 96 h; P. falciparum luciferase reporter growth, 96 h; Potency, µM (series often up to 28.7 µM), for inactives: top-dose activity change, negative = inhibition, usual class: inhibitors; actives 6.9% (n = 320,000); AID 504834; further: potency means the concentration at half of the fitted maximal effect; on the % scale 0 is the no-effect control and ±100 the full control effect
#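 P. falciparum expressing integrated firefly luciferase grown in erythrocytes (2% hematocrit, 0.05% parasitemia final) with compounds for 96 hours at 37 C, 5% CO2. Growth inhibition read as loss of luminescence after adding luciferase detection reagent.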
# LmPK inh = blocks Leishmania mexicana pyruvate kinase activity | purified LmPK, Kinase-Glo ATP luminescence, 1 h | AID 1721 | Potency, µM (titrated, usually from 57.5 µM), without a hit: at the highest dose activity change, negative = inhibition, most hits filed as inhibitors | actives 0.37% (n = 290,000); further: potency means the concentration at half of the fitted maximal effect; on the % scale 0 is the no-effect control and ±100 the full control effect
# Target sequence (Q27686 whole entry, looked up): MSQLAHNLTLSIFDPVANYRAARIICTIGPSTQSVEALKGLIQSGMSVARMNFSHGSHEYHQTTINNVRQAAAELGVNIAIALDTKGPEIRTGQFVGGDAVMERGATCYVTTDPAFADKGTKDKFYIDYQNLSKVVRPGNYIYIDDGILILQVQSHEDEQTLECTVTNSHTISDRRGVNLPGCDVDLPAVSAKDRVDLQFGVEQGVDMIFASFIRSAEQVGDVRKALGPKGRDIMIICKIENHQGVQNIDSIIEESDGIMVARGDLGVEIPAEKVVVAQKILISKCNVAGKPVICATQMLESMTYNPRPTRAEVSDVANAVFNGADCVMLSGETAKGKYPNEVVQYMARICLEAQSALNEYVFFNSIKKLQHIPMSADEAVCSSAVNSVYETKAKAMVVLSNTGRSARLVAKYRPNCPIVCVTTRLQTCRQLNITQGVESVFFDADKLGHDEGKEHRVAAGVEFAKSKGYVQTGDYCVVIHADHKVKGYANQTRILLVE
#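 Purified LmPK (0.1 nM) with 0.5 mM PEP and 0.1 mM ADP in imidazole buffer pH 7.2 with MgCl2/KCl, 1 h at room temperature. ATP formed was read by luciferase luminescence and normalized to no-enzyme and uninhibited controls.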
# AmpC no deterg = inhibitors of E. coli AmpC beta-lactamase without detergent; actives 0.52% (n = 330,000); AID 485341; P00811; AmpC nitrocefin hydrolysis, absorbance 480 nm, 0.0001% Triton; Potency, µM (doses to about 57.1 µM), inactives show at the top dose activity change, negative = inhibition, usual class: inhibitors;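 further: potency means the concentration at half of the fitted maximal effect; plate controls were no compound for no effect and no enzyme for full effect; nearly all actives have a fitted effect of over 20% in size; some results filed as inactive show a strong effect at the top dose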
# Target sequence (P00811 whole entry, looked up): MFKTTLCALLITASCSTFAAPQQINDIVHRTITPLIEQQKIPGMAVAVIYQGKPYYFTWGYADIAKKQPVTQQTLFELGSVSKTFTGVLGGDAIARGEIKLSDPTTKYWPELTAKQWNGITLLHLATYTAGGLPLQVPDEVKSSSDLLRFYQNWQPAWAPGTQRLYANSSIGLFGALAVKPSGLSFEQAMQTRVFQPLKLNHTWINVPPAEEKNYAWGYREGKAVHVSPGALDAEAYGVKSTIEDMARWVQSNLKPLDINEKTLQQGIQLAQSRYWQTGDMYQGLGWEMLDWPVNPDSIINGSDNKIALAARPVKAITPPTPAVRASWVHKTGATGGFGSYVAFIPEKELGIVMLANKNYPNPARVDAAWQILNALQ
#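 20 mM phosphate pH 7.0 + 0.01% (detergent screen) or 0.0001% Triton X-100; 5.3 nM AmpC reagent; cpd preinc 15 min RT; nitrocefin (800 uM stock) to start; A480 q20 s × 4 min; Activity was normalised to no-enzyme and no-compound control wells.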
# Pf growth 48h = inhibits P. falciparum growth in the first generation, 48 h | AID 504832 | Potency, µM (doses to about 28.7 µM), for inactives: at the highest dose activity change, negative = inhibition, actives largely listed as inhibitors | P. falciparum luciferase growth in erythrocytes, 48 h | actives 5.9% (n = 310,000); further: potency means the concentration at half of the fitted maximal effect; on the % scale 0 is the no-effect control and ±100 the full control effect
#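 In quantitative HTS format, infected erythrocytes bearing luciferase-reporter parasites were treated for a single generation at 37 C. Luminescence after adding detection reagent served as the growth measure.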
# Cycloheximide cs = counter-screen for Shiga toxin inhibitors: cycloheximide protein synthesis inhibition. cell reporter, cycloheximide protein synthesis inhibition counterscreen. max response, %. actives 12% (n = 300,000). AID 2314; in the data active means max response mostly above about 13%, no sharp cut-off; inactive means mostly below about 14%; further: read at 38.3 µM for the half of the compounds with a filed dose; 0% is about no effect
# TbPYK inhibitor = T. brucei pyruvate kinase inhibition | TbPYK enzyme, Kinase-Glo Plus ATP luminescence, 45 min | Potency, µM (top dose mostly 76.8 µM), without a hit: at the highest dose activity, negative = inhibition, usual class: inhibitors | actives 0.12% (n = 410,000) | AID 624173; further: potency means the concentration at half of the fitted maximal effect; on the % scale 0 is the no-effect control and ±100 the full control effect; nearly all actives have a fitted effect of over 50% in size
#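 Activity of T. brucei pyruvate kinase was followed by Kinase-Glo Plus luminescence after the enzyme reacted 45 min at room temperature with 130 uM ADP (final) and substrate. Test compounds were added before ADP at multiple concentrations.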
# Shiga inhibitor = Shiga toxin inhibition. actives 9.2% (n = 290,000). inhibition, % at 38.7 µM. Vero cells, Shiga toxin protein synthesis inhibition reporter; in the data active means inhibition mostly above about 28%, no sharp cut-off; inactive means mostly below about 43%; further: 0% is about no effect
# An asterisk follows results filed as active; i = inactive; ? = inconclusive; · = not tested or not shown; [ ] = remark or other dose. Unless noted, the call rests on the fitted dose curve; in most records, active means well fitted curve in the direction sought with a large enough effect; inconclusive means small, poorly fitted or top-dose-only effect, or another doubt; inactive means no such curve, though single readings can be large; an effect the other way counts as inactive or inconclusive.
smiles	Cycloheximide cs	Shiga inhibitor	TbPYK inhibitor	Pf growth 48h	AmpC no deterg	LmPK inh	Pf growth 96h
Cc1[nH][nH]c(=O)c1C=NCc1cccs1	0	-5	-3%	-26%	-16%	-9%	-1%
CCOc1ccc2[nH]c3ncccc3c(=O)c2c1	17	40*	-9%	?	-8%	1%	-24%
CC(C)c1nccn1S(=O)(=O)c1cc(Cl)ccc1Cl	-2	-8	-6%	16%	-6%	0%	·
O=C(NCc1nnc2c3ccccc3c(-c3ccccc3)nn12)c1ccccc1Cl	-4	-5	-4%	0%	98%[activator]	0%	0%
CCOC(=O)CCC(NC(=O)CCCCCCCCC(=O)NC(CCC(=O)OCC)C(=O)OCC)C(=O)OCC (stereo not drawn)	-5	-11	5%	?	150%[activator]	0%	-8%
COC(=O)C1=C(c2ccc(F)cc2OCc2ccccc2)C[C@@H]2CC[C@H]1N2C(=O)NCc1ccc([N+](=O)[O-])cc1	·	·	-3%	12µM*	-3%	·	?
CCCOc1ccc(NC(N)=O)cc1OCCC	-2	-30	3%	-4%	-18%	0%	?
O=C(NCc1nnc(SCC(=O)N2CCCc3ccccc32)o1)c1c(F)cccc1Cl	2	-22	-12%	-1%	-7%	8%	0%
COc1ccc(O)c(/C=N\NC(=O)CCn2nnc3ccccc32)c1	8	14	0%	·	-33%	1%	?
O=C(NC1CCCCCC1)C(=S)NCCc1ccccc1	8	-7	-15%	25%	-41%	-2%	10µM*
Oc1ccc(-c2[nH]ncc2-c2cnn(-c3ccccc3)c2)c(O)c1	-1	20	-5%	0%	-52%	2%	?
O=C(CN1CCN(c2ccc(F)cc2)CC1)Nc1ccc(-n2cnnn2)cc1	-3	-3	-6%	-19%	-12%	-5%	15%
O=C(c1cccc(NS(=O)(=O)c2ccc(F)c(F)c2)c1)N1CCN(C(c2ccccc2)c2ccccc2)CC1	7	-8	-13%	13µM*	-33%	0%	?
C/C(=N\O)C1/C(=N/O)CC2C1C2(C)C (stereo not drawn)	-3	-23	8%	22%	-1%	-2%	1%
O=C(CN1C(=O)C2C3C=CC(C3)C2C1=O)Nc1nncs1 (stereo not drawn)	-2	-19	-1%	0%	-20%	1%	-33%[5.75 µM]
O=C(Nc1ccccc1)NC(Cc1ccc(O)cc1)C(=O)O (stereo not drawn)	1	-3	-1%	9%	-23%	-4%	-2%
COc1ccc(-c2noc(CSc3nc4ccccc4c(=O)n3-c3ccccc3)n2)cc1OC	-2	-5	-9%	?	-24%	2%	·
COc1cccc(/C=N\n2c(C)nnc2C)c1OC	-3	-7	2%	-4%	-11%	-2%	-10%
O=C(COC(=O)/C=C/c1ccc(OC(F)F)cc1)NC1CCCCCCC1	·	·	2%	-25%	-22%	·	0%
c1cncc(-c2nn3c(Cn4nnc5ccccc54)nnc3s2)c1	2	6	-24%	?	-4%	2%	?
CC1(C)Cc2c(c(-c3ccco3)nc3sc4c(NCCN5CCOCC5)ncnc4c23)CO1	4	0	-3%	8.3µM*	47%	1%	?
CCC1(c2ccc(Cl)cc2)NC(=S)N(c2ccc(C)cc2)N1 (stereo not drawn)	68*	90*	-30%	147%[activator]	-48%	-6%	109%[activator]
Cc1ccnc(NC(=O)CCC(=O)N(CC(=O)NCC2CCCO2)Cc2ccc(F)cc2)c1 (stereo not drawn)	-10	-19	-6%	15%	2%	3%	?
O=C(CCC(=O)NNC(=O)Nc1cccc(Cl)c1)NCc1ccccc1	2	-2	0%	-9%	196%[activator]	3%	0%
CCn1cc(S(=O)(=O)CC(=O)NC2CCCCC2)c2ccccc21	-3	-8	-5%	-1%	-13%	-7%	?
Cc1c(NCc2ccncc2)cccc1C(=O)O	6	-3	-4%	0%	-21%	-4%	-1%
Cn1c(=O)n(CCO)c(=O)c2c1nc(Br)n2Cc1ccccc1	-2	-7	-13%	-85%	-3%	-2%	-24%
CSc1nncn1/N=C/c1cc(Cl)ccc1F	8	18	-4%	8%	-21%	7%	-1%
CC(NC(=O)c1ccncc1)C(C)(C)C (stereo not drawn)	-6	-3	-5%	·	-2%	1%	-35%
COc1cccc2[nH]c3ccccc3c(=O)c12	-4	·	-4%	?	-8%	-2%	?
Nc1ccc(C(=O)N2CCCC2)cc1	-1	1	-3%	17%	-12%	-5%	-15%
COCCNC(=O)c1cc2sc3ccccc3c2s1	58*	89*	5%	78%[activator]	10%	0%	24%
CC(=O)c1ccc(NS(=O)(=O)c2cc3c(cc2C)N(C(C)=O)CCO3)cc1	4	-6	-1%	26%	-2%	-3%	?
Cc1c(NC(=O)CN2CCN(c3ccccc3)CC2)c(=O)n(-c2ccccc2)n1C	-1	-18	-5%	15%	-18%	-3%	35%[activator]
O=C(Nc1ccc2sccc2c1)c1ccc(Cl)s1	33*	39*	-6%	25%	-17%	-3%	107%[activator]
COc1ccc(Br)cc1/C=N/NC(=O)c1cccc(S(=O)(=O)N2CCOCC2)c1	11	-3	-5%	12%[5.75 µM]	65%[activator]	8%	15%
O=C(c1ccco1)N1CCCC(c2nc3c(nnn3Cc3ccc(Cl)cc3Cl)c(=O)[nH]2)C1 (stereo not drawn)	-5	-8	2%	-27%	89%[activator]	-4%	9%
CN(C)C(=S)Nc1ccc(Br)cc1Cl	-1	24	2%	11%	-2%	6%	14%
O=C(CN(C(=O)CCC(=O)Nc1ccccn1)c1ccc(F)cc1)NCc1ccco1	-1	28	-4%	-3%	10%	14%	?
CCC(C)C(=O)Nc1cc(Cl)ccc1C(=O)O (stereo not drawn)	-4	10	-3%	-7%[5.75 µM]	-25%	0%	-19%[5.75 µM]
CCc1cc2ccccc2nc1SCC(=O)Nc1cc(OC)c(OC)cc1C(=O)O	-2	6	-1%	7%	8.9µM*	1%	0%
COc1ccc(S(=O)(=O)Nc2cc(Cl)ccc2OC)cc1	-4	4	-2%	0%	0%	2%	2%
CCOC(=O)C1CCN(S(=O)(=O)c2ccc3c(c2)N(C(C)=O)CCO3)CC1	3	15	1%	10%	5%	-8%	?
CC(NS(=O)(=O)c1ccc(CCC(=O)N2CCN(C)CC2)cc1)c1ccccc1 (stereo not drawn)	-2	-4	1%	-26%	26%	5%	1%
C/C(=N\NC(=O)c1c(Cl)cnn1C)c1cccc(NC(=O)C(C)C)c1	1	-5	10%	1%	-10%	2%	-21%
CCN(C(=O)COC(=O)c1ccccc1Nc1cccc(C)c1C)C1CCS(=O)(=O)C1 (stereo not drawn)	-2	-12	-2%	0%	170%[activator]	0%	?
CN(C)C(=O)CSc1ncnc2scc(-c3ccccc3)c12	18	-7	-4%	18%	-3%	2%[11.5 µM]	56%[activator]
CCCN(CC1CC1)c1nc(N)c2c(N)nc(OC)cc2c1C#N	-3	-13	-8%	·	-18%	5%	?

# Profiles as entered above:
# Shown for COc1ccc(S(=O)(=O)Nc2cc(Cl)ccc2OC)cc1 → Cycloheximide cs: -4; Shiga inhibitor: 4; TbPYK inhibitor: -2%; Pf growth 48h: 0%; AmpC no deterg: 0%; LmPK inh: 2%; Pf growth 96h: 2%
# Shown for O=C(Nc1ccc2sccc2c1)c1ccc(Cl)s1 → Cycloheximide cs: 33*; Shiga inhibitor: 39*; TbPYK inhibitor: -6%; Pf growth 48h: 25%; AmpC no deterg: -17%; LmPK inh: -3%; Pf growth 96h: 107%[activator]

# Following part
smiles	Cycloheximide cs	Shiga inhibitor	TbPYK inhibitor	Pf growth 48h	AmpC no deterg	LmPK inh	Pf growth 96h
COc1ccc(OCCOc2ccc(N(C)S(=O)(=O)c3ccccc3)cc2)cc1	·	·	-15%	?	-23%	·	-20%
Cc1ccccc1OC(C)C(=O)N1CCC(Cc2ccccc2)CC1 (stereo not drawn)	-3	-14	-2%	24%	-4%	-1%	6%
Cc1occc1C(=O)NNC(=O)C(c1ccccc1)c1ccccc1	-1	-3	-5%	-17%	-25%	4%	?
COc1ccc(CCNC(=O)C2CCC(=O)N2Cc2ccccc2Cl)cc1OC (stereo not drawn)	-4	3	0%	0%	11%	-8%	22%
CCCCCCOC(=O)Cc1c(C)nc(N)[nH]c1=O	-3	-9	4%	?	-5%	2%	49%[activator]
O=S(=O)(NCCCO)c1ccc2c(c1)Cc1cc(S(=O)(=O)NCCCO)ccc1-2	1	-2	3%	?	2%	-2%	1%
O=C(O)CCC(NS(=O)(=O)c1ccc(N2CCCC2=O)cc1)C(=O)O (stereo not drawn)	1	18	-6%	16%	-31%	-7%	-26%
Cc1ccc2[nH]c(=O)c(CN(CCCN(C)C)C(=S)NCCc3ccccc3)cc2c1	-2	-9	-2%	?	176%[activator]	1%	-2%
COc1ccc(/C=N/NC(=O)c2nc(-c3ccccc3)n(-c3ccccc3)n2)cc1	-1	-7	-4%	6%	-15%	-2%	?
COc1ccc(-c2noc(CCCC(=O)N3CCOCC3)n2)cc1	11	13	-4%	-7%	10%	-6%	43%[activator]
NS(=O)(=O)c1cc(C(=O)NCCc2ccccn2)ccc1Cl	-2	22	0%	2%	-21%	-1%	6%
O=C(CCl)N=c1sccn1Cc1cccc2ccccc12	18	16	4%	?	-32%	4%	1.5µM*
O=C(NCCc1ccccc1)C1CCN(C(=O)Nc2ccccc2)CC1	·	·	2%	0%	?	·	3%
O=c1c2ccccc2nc(COc2ccccc2)n1/N=C/c1ccc(O)c(O)c1	25*	19	-2%	?	3.5µM*	-1%	?
COc1ccc(CNC(=O)COC(=O)CC2CC3CCC2C3)cc1OC (stereo not drawn)	-1	-9	2%	1%	63%[activator]	3%	-8%
CCOc1ccc(NC(=O)C2CCCN(S(=O)(=O)c3cccc4nsnc34)C2)cc1 (stereo not drawn)	0	-12	1%	?	-24%	2%	·
CCC1=Nc2cc(C(=O)NCCN3CCOCC3)ccc2Sc2ccccc21	-2	10	2%	-25%	173%[activator]	2%	?
Cc1ccc(Nc2nc3ccccc3c(=O)s2)cc1C	-3	-1	-11%	6%	-27%	1%	-21%
O=C(COC(=O)c1cccc2ccccc12)Nc1ncc(C(F)(F)F)cc1Cl	-2	3	5%	·	-31%	18%	10%
COc1cccc(NC(=O)c2ccc(NC(=O)C(C)(C)C)cc2)c1	54*	56*	-9%	192%[activator]	-27%	-16%	31%[activator]
CCC(=O)Oc1ccc(C(=O)Nc2ccccc2C(=O)NCC(C)C)cc1	-1	8	1%	-13%	-6%	-1%	-28%
COc1ccc(NC(=O)c2cc(S(=O)(=O)N3CCc4ccccc43)cn2C)cc1	14*	28*	-4%	9.3µM*	?	-4%	-10%
O=C1C[C@@H]2CCN3C(=O)CCC[C@@H]([C@H]23)[C@@H]1Cc1ccccc1	-2	i	6%	·	-9%	·	·
COc1ccc(CNC(=O)c2cccc(S(=O)(=O)N3CCCCC3)c2)cc1OC	·	·	2%	?	31%	·	?
COc1ccc(-c2ccc(CCC(=O)O)o2)cc1	25*	41*	?	27%	-12%	-9%	?
